Compound activity as filed in PubChem BioAssay.
FBPA Giardia inh: inhibitors of Giardia lamblia fructose-1,6-bisphosphate aldolase; Potency, µM (top dose mostly 59.6 µM), inactives show at the top dose activity, negative = inhibition, usual class: inhibitors; purified Giardia FBPA; A8B2U2; 290,000 tested, 0.71% active; note: potency is the fitted concentration of half-maximal effect; % is set by controls: 0 for no effect and ±100 for the full control effect; nearly all actives have a fitted effect of over 55% in size
Target sequence (A8B2U2 whole entry, looked up): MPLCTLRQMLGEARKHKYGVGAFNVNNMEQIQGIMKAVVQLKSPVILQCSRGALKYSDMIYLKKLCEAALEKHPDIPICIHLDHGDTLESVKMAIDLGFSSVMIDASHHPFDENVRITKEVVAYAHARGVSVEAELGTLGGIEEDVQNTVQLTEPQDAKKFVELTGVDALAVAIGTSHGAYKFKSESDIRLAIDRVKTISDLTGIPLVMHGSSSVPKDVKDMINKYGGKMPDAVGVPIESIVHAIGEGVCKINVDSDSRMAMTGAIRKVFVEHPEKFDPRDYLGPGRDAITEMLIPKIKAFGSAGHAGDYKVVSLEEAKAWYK
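40 nM FBPA preincubated 10 min at RT with compound (up to 57.5 uM final), then substrate plus GAPDH/TPI/NAD/arsenate coupling and diaphorase/resazurin added. Fluorescence read after 20 min at RT, 525/598 nm.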
Shiga inhibitor: inhibitors of Shiga toxin in Vero cells; AID 2315; 290,000 tested, 9.2% active; Vero cells, Shiga toxin protein synthesis inhibition reporter; inhibition, % at 38.7 µM; in the data active = inhibition mostly above about 28%, no sharp cut-off; inactive = mostly below about 43%; note: 0% is about no effect
HCMV inh: inhibitors of human cytomegalovirus; HFF cells, HCMV-luciferase reporter, 72 h; stronger effect = lower value; activity change, negative = inhibition, % at 57.5 µM; 410,000 tested, 4.5% active; in the data active = activity change below about -60%; inconclusive = no clear call, values can overlap the other calls; inactive = above about -39%; note: % is set by controls: 0 for no effect and ±100 for the full control effect
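Steps: HFFs plated, 16 h 37C; compounds added; HCMV-luciferase added to MOI 1 PFU/cell; 72 h 37C; OneGlo reagent, 5 min room temperature; luminescence read, normalized to controls.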
Cycloheximide cs: counter-screen hit for Shiga toxin inhibitors, cycloheximide. cell reporter, cycloheximide protein synthesis inhibition counterscreen. max response, %. AID 2314. 300,000 tested, 12% active; in the data active = max response mostly above about 13%, no sharp cut-off; inactive = mostly below about 14%; note: read at 38.3 µM for the half of the compounds with a filed dose; 0% is about no effect
AmpC detergent: blocks E. coli AmpC beta-lactamase in detergent assay; AmpC hydrolysis of nitrocefin, absorbance 480 nm, 0.01% Triton; 370,000 tested, 0.041% active; Potency, µM (series often up to 114 µM), for inactives: at the top dose activity change, negative = inhibition, usual class: inhibitors;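 note: potency is the fitted concentration of half-maximal effect; 0% = no-compound wells and -100% = no-enzyme wells; nearly all actives have a fitted effect of over 25% in size; some results filed as inactive show a strong effect at the top dose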
Target sequence (P00811 whole entry, looked up): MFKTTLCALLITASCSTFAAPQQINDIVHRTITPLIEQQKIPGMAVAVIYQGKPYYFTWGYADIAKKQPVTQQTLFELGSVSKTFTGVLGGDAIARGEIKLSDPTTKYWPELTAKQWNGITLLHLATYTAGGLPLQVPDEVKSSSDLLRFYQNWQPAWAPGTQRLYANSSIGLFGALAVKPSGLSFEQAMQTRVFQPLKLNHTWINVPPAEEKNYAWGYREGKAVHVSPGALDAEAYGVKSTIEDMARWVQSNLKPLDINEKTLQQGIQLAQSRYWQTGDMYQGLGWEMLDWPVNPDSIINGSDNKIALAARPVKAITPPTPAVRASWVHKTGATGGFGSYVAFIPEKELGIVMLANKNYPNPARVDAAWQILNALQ
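AmpC (5.3 nM in the dispensed reagent) in 20 mM phosphate pH 7.0 with 0.01% (detergent screen) or 0.0001% Triton X-100 was preincubated with compounds for 15 min at room temperature. Nitrocefin was then added from an 800 uM solution, and hydrolysis was followed at 480 nm.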
AmpC inh no detg: inhibitors of E. coli AmpC beta-lactamase without detergent | AmpC nitrocefin hydrolysis, absorbance 480 nm, 0.0001% Triton | Potency, µM (series often up to 57.1 µM), for inactives: at the top dose activity change, negative = inhibition, actives largely listed as inhibitors | 330,000 tested, 0.52% active;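 note: potency is the fitted concentration of half-maximal effect; plate controls were no compound for no effect and no enzyme for full effect; nearly all actives have a fitted effect of over 20% in size; some results filed as inactive show a strong effect at the top dose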
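AmpC (5.3 nM in the dispensed reagent) in 20 mM phosphate pH 7.0 with 0.01% (detergent screen) or 0.0001% Triton X-100 was preincubated with compounds for 15 min at room temperature. Nitrocefin was then added from an 800 uM solution, and hydrolysis was followed at 480 nm.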
AMA1 RON2 block: AMA1-RON2 (P. falciparum) interaction inhibition | Potency, µM (series often up to 58.2 µM), for inactives: at the highest dose activity change, negative = inhibition, usual class: inhibitors | AlphaScreen AMA1-biotinylated RON2 peptide binding | 360,000 tested, 0.2% active;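 note: potency is the fitted concentration of half-maximal effect; 0% = vehicle wells and -100% = peptide control; nearly all actives have a fitted effect of over 45% in size; some results filed as inactive show a strong effect at the top dose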
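AMA1 (3D7) with his tag at 25 nM final met compounds first, then biotinylated RON2 peptide at 25 nM; detection used donor plus acceptor beads, 10 µg/mL apiece, read by AlphaScreen after 30 min at room temperature.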
An asterisk follows results filed as active; ? = inconclusive; . = not tested or not shown; & = joins results of further samples; [ ] = remark or other dose. Unless noted, calls come from the whole dose curve; as a rule, active = well fitted curve in the direction sought with a large enough effect; inconclusive = small, poorly fitted or top-dose-only effect, or another doubt; inactive = no such curve, though single readings can be large; an effect the other way counts as inactive or inconclusive.

SMILES	FBPA Giardia inh	Shiga inhibitor	HCMV inh	Cycloheximide cs	AmpC detergent	AmpC inh no detg	AMA1 RON2 block
CCc1ccccc1NC(=O)CSc1nnc(Cn2cnc3ccccc32)o1	5%	-1	7	-1	0%	-16%	-1%
CCC(C)Sc1cc(-c2nc3ccc(Cl)cn3c2NC2CCCCC2)ccc1OC (stereo not given)	.	.	18&28	.	.	-7%	-10%&-5%
COC(=O)c1c(O)cc(C(C)(C)C)n(-c2ccccc2)c1=O	5%	-8	18	-3	-14%	-39%	-8%
Cc1ccc(C2CC(C(F)(F)F)n3nc(C(=O)Nc4c(C)n(C)n(-c5ccccc5)c4=O)cc3N2)cc1 (stereo not given)	10%	-18	-11	-3	1%	120%[activator]	-13%
Cc1ccccc1S(=O)(=O)Nc1ncnc2scc(-c3ccccc3)c12	-4%	-4	-6	-1	?	-26%	10%
COc1cccc(CNS(=O)(=O)c2ccc3c(c2)CC(C)N3C(=O)C2CC2)c1 (stereo not given)	7%	17	?	22	4%	-16%	1%
Cc1ccc(CS(=O)Cc2ccc(C(=O)NCc3ccccc3Br)o2)cc1 (stereo not given)	-7%	1	-4	-2	-12%	39%	-13%
Cc1ccccc1-c1nnc(SCC(=O)NC2CCCCC2)o1	1%	18	-25	-1	-1%	-12%	9%
COc1ccc(Br)cc1CNC(=O)C1CCN(S(=O)(=O)N2CCCC2)CC1	12%	-8	3	11	-5%	40%	0%
Cc1ccc2c(c1)C1(CCN(CCc3nc(-c4ccccc4)oc3C)CC1)OC(=O)N2	3%	-4	.	-3	.	.	.
CCCCOCCCNC(=O)N[C@H](C(=O)OC)C(C)CC (stereo not given in full)	1%	4	-32	-1	4%	14%	-10%
NC(=O)C1CCN(C2CC(=O)N(c3cccc(F)c3)C2=O)CC1 (stereo not given)	4%	16	-1	9	?	-28%	3%
Cn1sccc1=O	.	.	?	.	?	-14%	12%
O=c1[nH]c2ccccc2nc1C(F)(F)C(F)F	-3%	1	-9	-3	-12%	-13%	5%
O=C(Cn1c(NCCCO)nc2ccccc21)c1ccc(Cl)cc1Cl	?	-6	79	-2	5%	61%[activator]	0%
COC(=O)c1ccc(NC(=O)CSc2nnc(-c3ccccc3)n2C)cc1	2%	6	21	-1	8%	-20%	7%
Cc1cc(C)nc(/N=C(\N)Nc2cccc([N+](=O)[O-])c2)n1	-8%	-6	-18	4	-1%	-2%	14%
CCCc1cc(=O)[nH]c(SCC(=O)Nc2sccc2C#N)n1	.	.	-26	.	0%	-25%	1%
Clc1ccc(Oc2cnns2)cc1Cl	-6%	-9	18	0	?	-19%	16%
CCc1nnc(NC(=O)c2ccc3c(c2)C(=O)N(C(C)(C)C)C3=O)s1	4%	38	71	17*	?	-5%	35%[activator]
Cc1cccc(N=C2NN=C(c3c[nH]c4ccccc34)CS2)c1	1%	42*	35	25*	0%	?	8%
Cc1ccc(C(=O)NCC(=O)NCc2ccccc2F)s1	.	.	-16	.	.	-17%	30%
CCOC(=O)[C@H]1[C@H]2COc3cc(OC)ccc3[C@@H]2N2C(=O)N(c3ccc(Cl)cc3)C(=O)[C@@]12C	-7%	-5	.	-1	?	8%	-16%
CCC1Sc2ccc(S(=O)(=O)CCC(=O)NC3CCCCCC3)cc2NC1=O (stereo not given)	16%	-4	-34	20	-1%	-6%	3%
CCCC(=O)Nc1nnc(SCC(=O)NCc2ccc3c(c2)OCO3)s1	10%	-28	-18	-5	3%	-11%	0%

More compounds:
SMILES	FBPA Giardia inh	Shiga inhibitor	HCMV inh	Cycloheximide cs	AmpC detergent	AmpC inh no detg	AMA1 RON2 block
O=C1CCC([N+](=O)[O-])C(c2ccc(F)c(Br)c2)N1 (stereo not given)	0%	-22	29	-8	-7%	43%	-3%
CCN(CC(=O)Nc1c(F)cccc1F)C(=O)C1CCCN(C(=O)c2ccc(Cl)cc2)C1 (stereo not given)	.	-15	4	7	3%	-31%	20%
CC(OC(=O)CCC(=O)c1ccc(F)cc1)C(=O)NC1CCCCC1C (stereo not given)	.	2	-30	2	-3%	22%	-4%
Cc1cc(NCCO)c2cc(O)ccc2n1	-9%	-8	-14	-5	-8%	-11%	6%
O=C(COC(=O)c1cccnc1)Nc1ccc2c(c1)OCO2	-6%	26	-84*	16	3%	-6%	4%
COc1ccc(CCNC(=O)/C(C#N)=C2\N=C(NC(=O)c3cccs3)c3ccccc32)cc1	4%	23	14	-2	-5%	-22%	15%
FC(F)Oc1ccc(NC(=S)N2CCN(Cc3ccccc3)CC2)cc1	0%	-5	-25	7	?	-1%	-23%
CCC(C)C(NC(=O)C1CCC(C)CC1)C(=O)NCc1cccnc1 (stereo not given)	0%	-1	-11	1	-5%	8%	11%
COc1cc(C2C(C(=O)c3ccc(C)o3)=C(O)C(=O)N2CCCn2ccnc2)cc(OC)c1OC (stereo not given)	-14%	15	.	-2	-16%	0%	-14%
CCOC(=O)C(Nc1ccc2ccccc2c1)C(=O)OCC	3.5µM*	80*	-35	74*	0%	-25%	?
COc1cccc(NC(=O)N2CCOCC2)c1	-8%	-3	26	-5	-12%	-13%	4%
Cc1cccc2[nH]c(CN(C)C(=O)C3CCC(=O)N(C4CC4)C3)nc12 (stereo not given)	-13%	-5	-6	-3	2%	-1%	-2%
C/C(N)=C(/C#N)C(=O)COC(=O)COc1ccc(Cl)cc1	-1%	3	-20&22	-1	-1%	-10%	-2%&18%
COc1cccc(/C=N/NC(=S)NCCc2ccccc2)c1OC	12%	48	-21	-1	-5%	-32%	88%[activator]
Cc1ccsc1/C=N/NC(=O)Cc1cccn1C	2%	50	-28	21*	?	-24%	-5%
NC(=O)CC(NC(=O)c1ccc(Br)cc1)c1ccc(N2CCC(Br)CC2)c([N+](=O)[O-])c1 (stereo not given)	1%	-6	-18	6	2%	-21%	11%
COc1cccc(C(=O)N2CCN(Cc3ccco3)CC2)c1OC	-29%	-13	-17	2	1%	-8%	-1%
CC(=O)C(Sc1nc(NC(C)(C)C)nc(N(C)C)n1)C(C)=O	-9%	11	13	12	-1%	-5%	60%[activator]
COC(=O)C1CCN(c2ccc(Cl)nn2)CC1	2%	26	-25	14	2%	-28%	16%
c1csc(-c2nc(CN3CCSCC3)cs2)c1	-13%	76*	30	45*	-6%	-13%	-6%
CCOc1ccccc1-c1nc(CN2CCN(C(=O)c3ccco3)CC2)c(C)o1	3%	-1	-7	-3	-12%	76%[activator]	-4%
Cc1ccc2c(C(=O)CN3CC(C)CC(C)C3)c(C)[nH]c2c1 (stereo not given)	1%	3	-39	-1	0%	-17%	.
COc1ccc(S(=O)(=O)Nc2c(F)cccc2F)cc1	0%	-14	-23	2	4%	-18%	-2%
COc1ccccc1/C=C/C(=O)OCC(=O)Nc1ccccc1Sc1ccccc1	3%	-10	12	8	-11%	-11%	-15%
Cc1ccc(C(=O)NCCCN2CCOCC2)cc1S(=O)(=O)N1CCOCC1	.	.	-1	.	-7%	-16%	-7%

(next part)
SMILES	FBPA Giardia inh	Shiga inhibitor	HCMV inh	Cycloheximide cs	AmpC detergent	AmpC inh no detg	AMA1 RON2 block
CCCCN(CCCC)CCCN1CC(=O)N2[C@@H](Cc3c([nH]c4ccccc34)C2(C)C)C1=O	-2%	-2	-7	-2	-6%	15%	-9%
Cc1ccc(-c2cc(C(=O)N/N=C/c3ccccc3O)n[nH]2)o1	-3%	60*	26	34*	0%	-40%	53%[activator]
CSc1ccc(C(=O)C(C)(C)N2CCOCC2)cc1	-3%	-15	34	4	-1%	2%	2%
NP(=O)(Oc1ccc(Cl)cc1)Oc1ccc(Cl)cc1	-2%	-3	-28	3	3%	4%	8%
CC1Cc2nc(SCC(=O)N3CCOCC3)n(C)c(=O)c2S1 (stereo not given)	.	-9	-4	-1	0%	2%	10%
CCN(CC)S(=O)(=O)c1ccc(Cl)c(NC(=O)COC(=O)/C=C/c2cc(OC)c(OC)c(OC)c2)c1	0%	-6	-13	-2	?	2%	-3%
CCN1C(=NCC(C)C)N[C@@H](c2cccc(F)c2)C(C(=O)OC)=C1C	24%&-5%	-2&-5	-2	-1&-2	?	-17%&-8%	8%
Cc1ccc(S(=O)(=O)N2CCCCC2)cc1NC(=O)c1c(-c2ccccc2)noc1C	.	.	16	.	?	-21%	-7%
CCN1C(=O)[C@H]2[C@@H](c3ccc(-c4ccc(F)cc4)cc3)N[C@@](Cc3ccccc3)(C(=O)OC)[C@H]2C1=O	.	.	?	.	2%	124%[activator]	-11%
CCCn1c(=S)[nH]c2cc(C(=O)NCC3CCCO3)ccc2c1=O (stereo not given)	-16%	-5	7	-1	-4%	-7%	101%[activator]
COc1ccc(/C=N/NC(=O)CCn2c3ccccc3c3ccccc32)cc1O	14%	-7	17	3	6%	-19%	2%
COc1ccc(N2C(=O)CC(Cc3ccc(Br)cc3)C2=O)cc1 (stereo not given)	6%	-5	8	-2	-4%	-1%	-2%
Cn1nc(N)nc1N1CCN(c2ccc(F)cc2)CC1	3%	-16	-10	-9	2%	4%	6%
CC1(C)CC(NC(=O)c2ccccc2C(=O)NC2CC(C)(C)NC(C)(C)C2)CC(C)(C)N1	1%	-6	50	-4	2%	-19%	-1%
CC(c1ccco1)N(C(=O)CSc1ccc(Br)cc1)c1ccccn1 (stereo not given)	-3%	-16	?	2	-14%	21%	-14%
Cc1ccc(NC(=O)CN(c2ccccc2)S(=O)(=O)N(C)C)cc1	-2%	3	27	-5	?	-55%	-2%
O=C(NCCCN1CCN(c2ccccc2F)CC1)C1CC(=O)N(C2CCCC2)C1 (stereo not given)	4%	-6	13	-7	-10%	34%	-4%
CC(Oc1ccc(Cl)cc1Cl)C(=O)Nc1ccc(O)cc1 (stereo not given)	?	1	?	5	-5%	15%	0%
Cc1n[nH]c(=O)c2c(NC(=O)CSc3ncccn3)oc(C)c12	.	.	-6	.	-3%	-10%	2%
C=CCOC(=O)C1=C[C@H](C2CC2)[C@@H](CCCO)[C@H](OCC)O1	1%	-1	8	-1	-5%	48%	6%
Cc1ccc(-c2c(C)n([O-])c3c([n+]2=O)CCC3)o1	-7%	-15	?	-8	?	-16%	-17%
N#Cc1ccccc1OCC(=O)OCC(=O)c1ccc2c(c1)NC(=O)CO2	9%	-10	51	2	-14%	-14%	6%

Entries of single compounds, looked up by structure. Order of values: FBPA Giardia inh	Shiga inhibitor	HCMV inh	Cycloheximide cs	AmpC detergent	AmpC inh no detg	AMA1 RON2 block
`CC1Cc2nc(SCC(=O)N3CCOCC3)n(C)c(=O)c2S1` (stereo not given) reads .	-9	-4	-1	0%	2%	10%
`COc1ccc(N2C(=O)CC(Cc3ccc(Br)cc3)C2=O)cc1` (stereo not given) reads 6%	-5	8	-2	-4%	-1%	-2%
`CCN1C(=NCC(C)C)N[C@@H](c2cccc(F)c2)C(C(=O)OC)=C1C` reads 24%&-5%	-2&-5	-2	-1&-2	?	-17%&-8%	8%
`Cc1ccc(NC(=O)CN(c2ccccc2)S(=O)(=O)N(C)C)cc1` reads -2%	3	27	-5	?	-55%	-2%
